KAT2A inh: inhibitors of human GCN5L2 histone acetyltransferase | Q92830 | Potency, µM (series often up to 58.9 µM), for the others: at the highest dose activity change, negative = inhibition, most hits filed as inhibitors | 390,000 tested, 0.21% active | GCN5L2 HAT assay, ThioGlo1 CoA-SH fluorescence
Target sequence (Q92830 whole entry, looked up): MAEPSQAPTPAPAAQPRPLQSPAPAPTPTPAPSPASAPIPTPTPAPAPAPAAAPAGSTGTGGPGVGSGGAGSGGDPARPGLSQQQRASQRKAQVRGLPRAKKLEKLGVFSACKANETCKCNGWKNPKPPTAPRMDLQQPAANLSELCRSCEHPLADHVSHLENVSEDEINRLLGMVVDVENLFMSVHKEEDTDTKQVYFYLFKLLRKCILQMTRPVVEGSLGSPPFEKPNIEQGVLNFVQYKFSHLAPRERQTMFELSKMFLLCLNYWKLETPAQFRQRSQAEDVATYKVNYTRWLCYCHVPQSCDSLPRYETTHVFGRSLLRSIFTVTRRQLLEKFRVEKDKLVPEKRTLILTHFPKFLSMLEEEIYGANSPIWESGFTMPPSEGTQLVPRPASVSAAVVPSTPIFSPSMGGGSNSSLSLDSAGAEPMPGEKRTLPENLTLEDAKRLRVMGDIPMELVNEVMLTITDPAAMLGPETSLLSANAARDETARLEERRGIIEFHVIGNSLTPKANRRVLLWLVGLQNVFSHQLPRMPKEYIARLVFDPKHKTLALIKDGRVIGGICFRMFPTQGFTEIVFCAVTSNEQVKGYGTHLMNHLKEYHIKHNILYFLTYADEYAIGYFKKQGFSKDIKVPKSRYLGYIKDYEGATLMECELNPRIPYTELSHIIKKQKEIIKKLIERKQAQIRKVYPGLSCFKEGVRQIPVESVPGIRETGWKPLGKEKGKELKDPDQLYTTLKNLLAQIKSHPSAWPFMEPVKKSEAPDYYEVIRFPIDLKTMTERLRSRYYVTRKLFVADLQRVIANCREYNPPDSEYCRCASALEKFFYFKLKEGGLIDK
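Compounds, pin-transferred from DMSO stocks, meet 20nM GCN5L2 for 15 min before the reaction begins with H3(1-25) peptide (75uM) and acetyl-CoA (70uM). Thiol-reactive ThioGlo1 reports CoA release over 20 min at room temperature.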
FEN1 inhibitor: human FEN1 inhibition; Recombinant FEN1 flap cleavage, fluorescence, 15 min; Potency, µM (doses to about 114 µM), without a hit: at the highest dose activity change, negative = inhibition, hits mostly inhibitors; 390,000 tested, 0.35% active; P39748; also: nearly all actives have a fitted effect of over 65% in size
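In this screen, 50 nM flap DNA substrate was added to 10 nM FEN1 pretreated with compound for 15 min at room temperature; cleavage was followed with reads at 0 and 15 min, and Hill fitting gave concentration–response parameters.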
N370S GC: inhibits or activates N370S mutant glucocerebrosidase; P04062; N370S GC spleen homogenate, 4MU-glucoside fluorescence; Potency, µM (series often up to 59.4 µM), for inactives: top-dose activity change, negative = inhibition, actives largely listed as inhibitors; 330,000 tested, 0.092% active;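 also: 0% = full enzyme activity and -100% = no enzyme basal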
* marks the source's active call; other numbers are inactive results; ? = inconclusive; nt = no result given; & = joins results of further samples; [ ] = another dose, or the depositor's remark. Calls follow the shape of the dose curve; as a rule, active = well fitted curve in the direction sought with a large enough effect; inconclusive = small, poorly fitted or top-dose-only effect, or another doubt; inactive = no such curve, though single readings can be large; an effect the other way counts as inactive or inconclusive. Unless noted, % is scaled to controls: 0 for no effect and ±100 for the full control effect; potency is read from the fitted curve at half-maximal effect.

KAT2A inh | FEN1 inhibitor | N370S GC | SMILES
-6% | 0% | -2% | COc1cccc(CNC(=O)C2CCCN(c3cnccn3)C2)c1 (centres undefined)
1% | -3% | -5% | Oc1ccc(Cl)cc1C1=NCCNC(C(F)(F)C(F)F)=C1
0% | 3% | 1% | CN1CCN(c2nc3c(c(=O)n(C)c(=O)n3C)n2Cc2ccc(F)cc2)CC1
-15%&9% | -15% | 11% | CCOC(=O)C1C(C(=O)OC)=C(C2=CCCCC2)c2ccccc2N1S(=O)(=O)C(F)(F)F (centres undefined)
-3% | 17% | -11% | Cc1ccc(/C=N/NC(=S)Nc2cccc(S(=O)(=O)N(C)C)c2)o1
-1% | -1% | -2% | O=C(NCC(c1ccco1)N1CCCCC1)c1ccc(S(=O)(=O)Nc2ccccc2)cc1 (centres undefined)
-9% | 0% | -3%[12.8 µM] | COC(=O)CCCC1=CC2=C(c3ccccc3)C(=O)C(C)(OC(=O)C3CCCC3)C(=O)C2=CN1C(CO)CO (centres undefined)
-5% | -6% | -3% | COc1cc(/C=N/NC(=O)Nc2cccc3nsnc23)cc(OC)c1OC
-8% | -6% | 7% | CN(C)S(=O)(=O)c1cccc(NC(=O)c2cc3c(cc2Cl)N2CCCCCC2=NS3(=O)=O)c1
1% | -5% | nt | CC(=O)Nc1ccc(SCCN2CC[C@@H](C)CCC2=O)cc1
-3% | -5% | 13% | COc1ccc(C(C)(C)C)cc1NC(=O)c1cc(S(=O)(=O)N(C)C)ccc1N1CCCC1
-8% | -1% | nt | C=CC[C@@H](CC(=O)N[C@H](CO)Cc1ccccc1)C(=O)N[C@H](COC(=O)[C@@H](CC=C)Cc1ccc(F)cc1)C(C)(C)C
2% | 14% | 4% | CC(=O)c1c(O)c2ccccc2n(C)c1=O
-2% | -1% | -14% | O=C(CCS(=O)(=O)c1ccc2c(c1)NC(=O)CO2)NCCc1ccccc1
-6% | 2% | nt | CCc1nnc(SCc2c(F)cccc2Cl)c2cc3sccc3n12
-9% | 11% | 2% | Cc1cc(OCC(=O)Nc2cnn(CCCC(=O)O)c2)ccc1[N+](=O)[O-]
-21% | 6% | nt | CC(C)(C)C(=O)CSc1nc2ccsc2c(=O)n1Cc1ccccc1F
2% | -8% | nt | CCc1cccc(CC)c1NC(=O)C1CCC(CNS(=O)(=O)c2cccc3nsnc23)CC1 (centres undefined)
0% | 13% | 1% | COc1ccc(C(=O)NCCCNC(=O)c2ccco2)cc1OC
? | ? | 26% | O=C(c1cc(-c2ccco2)on1)N1CCc2ccccc2C1
-2% | 4% | 1% | Cc1ccc(S(=O)(=O)N2CCOCC2)cc1C(=O)NC1CCSc2ccccc21 (centres undefined)
-2% | -8% | 2% | CC(CC(=O)O)CC(=O)NNC(=O)c1cccc(Br)c1 (centres undefined)
-1% | 1% | -1% | Cc1ccc(OCCSc2nnc(C)c(=O)n2N)cc1
0% | -5% | -6% | CCOC(=O)CN1C(=N)N(c2nc(NC(C)C)nc(NC(C)C)n2)CC1=O
-5% | -2% | nt | O=C(CSC1=Nc2ccccc2N=C(c2ccc(F)cc2)C1)NCc1ccccc1Cl
? | -6% | 2% | O=S(=O)(c1cc(Cl)ccc1Cl)N1CCCC1
4% | -1% | 7% | Cc1c(N2C(=O)/C(=C\c3cccc4ccccc34)SC2=S)c(=O)n(-c2ccccc2)n1C
-4% | -1% | -5% | COc1ccc(NC(=O)c2ccc3c(c2)C(=O)N(Cc2cccnc2)C3=O)c(OC)c1
-4% | -1% | 6% | CS(=O)(=O)N1CCC(C(=O)NCc2ccco2)CC1
-21% | 7% | 7% | Cc1cc(OC(=O)c2cc(Cl)nc3ccccc23)ccc1Cl

Looked up above.
CCc1cccc(CC)c1NC(=O)C1CCC(CNS(=O)(=O)c2cccc3nsnc23)CC1 (centres undefined) – KAT2A inh: 2%
Cc1c(N2C(=O)/C(=C\c3cccc4ccccc34)SC2=S)c(=O)n(-c2ccccc2)n1C – FEN1 inhibitor: -1%
Cc1ccc(OCCSc2nnc(C)c(=O)n2N)cc1 – FEN1 inhibitor: 1%
CCOC(=O)CN1C(=N)N(c2nc(NC(C)C)nc(NC(C)C)n2)CC1=O – FEN1 inhibitor: -5%
Cc1ccc(S(=O)(=O)N2CCOCC2)cc1C(=O)NC1CCSc2ccccc21 (centres undefined) – KAT2A inh: -2%
Cc1cc(OC(=O)c2cc(Cl)nc3ccccc23)ccc1Cl – N370S GC: 7%

Following part:
KAT2A inh | FEN1 inhibitor | N370S GC | SMILES
-18% | -5% | -4% | COc1cc(OC)c(OC)cc1/C=N/NC(=S)NCCN1CCOCC1
-16% | 19% | -7% | CC(=O)N1c2ccc(S(=O)(=O)N3CCCC3)cc2CC1C(=O)NCc1ccc(N(C)C)cc1 (centres undefined)
0%&1% | -1%&14% | -4% | CN1CCN(C(=O)c2ccc3c(c2)N(Cc2ccc(F)cc2)C(=O)c2ccccc2S3=O)CC1 (centres undefined)
-1% | 3% | -11% | COc1ccccc1NC(=O)c1ccc(CN2CCOCC2)cc1
22% | 6% | -3% | CCOC(=O)COc1ccccc1C(=O)c1cnn(-c2ccccc2)c1
1% | -3% | 12% | NS(=O)(=O)c1ccc(CCNC(=O)c2cc(-c3ccc(Br)cc3)nc3ccccc23)cc1
-3% | ? | 2%&6%&6% | CC(C)C[C@H](NC(=O)[C@@H](O)[C@H](N)Cc1ccccc1)C(=O)O
3% | -14% | 8% | O=C(NN=C1CCCCCCC1)c1ccccn1
4% | -4% | nt | CCc1ccc(NCc2cc3ccc(OC)cc3n(CC(=O)Nc3ccccc3C)c2=O)cc1
-11% | -10% | -4% | CN1CCN(S(=O)(=O)c2ccc3c4c(cccc24)C(=O)N3)CC1
-2% | 2% | -1% | CC(C)CNC(=S)NC(=O)c1ccccc1Cl
-10% | -21% | nt | CC(Oc1ccc(F)cc1)C(=O)Nc1nc(-c2ccc(F)cc2)ns1 (centres undefined)
-5% | -14% | -3% | CCOc1cccc(NC(=O)CSc2sc3c(O)cc(=O)[nH]c3c2C#N)c1
0% | -15% | 6% | COc1cccc(CCc2nnc(CCC(=O)NC(C)Cc3cccs3)o2)c1 (centres undefined)
0% | -1% | 3% | COC(=O)c1cc(NC(=O)COC(=O)CN2C(=O)C3CC=CCC3C2=O)cc(C(=O)OC)c1 (centres undefined)

Some of the entries so far, with bars between the fields:
compound | KAT2A inh | FEN1 inhibitor | N370S GC
CCOc1cccc(NC(=O)CSc2sc3c(O)cc(=O)[nH]c3c2C#N)c1 | -5% | -14% | -3%
CCOC(=O)COc1ccccc1C(=O)c1cnn(-c2ccccc2)c1 | 22% | 6% | -3%
CCc1ccc(NCc2cc3ccc(OC)cc3n(CC(=O)Nc3ccccc3C)c2=O)cc1 | 4% | -4% | nt
COC(=O)c1cc(NC(=O)COC(=O)CN2C(=O)C3CC=CCC3C2=O)cc(C(=O)OC)c1 (centres undefined) | 0% | -1% | 3%
CN1CCN(C(=O)c2ccc3c(c2)N(Cc2ccc(F)cc2)C(=O)c2ccccc2S3=O)CC1 (centres undefined) | 0%&1% | -1%&14% | -4%
CC(Oc1ccc(F)cc1)C(=O)Nc1nc(-c2ccc(F)cc2)ns1 (centres undefined) | -10% | -21% | nt

(cont.)
KAT2A inh | FEN1 inhibitor | N370S GC | SMILES
-7% | 0% | 2% | COc1ccccc1CNC(=O)Cn1cccc1C(=O)c1ccccc1C
3% | 21% | nt | COC(=O)c1sc(-c2ccccc2)cc1NC(=O)c1cccc(Cl)c1
-7% | -10% | -1% | COc1cccc(-c2cc(C(=O)N3CCN(C(c4ccccc4)c4ccccc4)CC3)no2)c1
10% | -10% | -5% | O=C(N/N=C\c1c[nH]c2ccccc12)c1ccc(O)cc1
-3% | -3% | ? | COC(=O)C1=C(C(=O)c2ccc(C)cc2)C(c2ccccc2)n2nnnc2N1 (centres undefined)
-7% | -8% | ? | N=c1c(C(=O)NC2CCCC2)cc2c(=O)n3ccccc3nc2n1CC1CCCO1 (centres undefined)
-27% | nt | -4% | FC(F)(F)c1cccc(NC(=S)NNC(=S)Nc2ccc(Cl)cc2)c1
-10% | -15% | -1% | CCc1ccc(NC(=O)C2CCN(S(C)(=O)=O)CC2)cc1
-1% | 1% | 0% | CC1(C)CC2CC(C)(CN2C(=O)COC(=O)c2ccc(Cl)c(N)c2)C1 (centres undefined)
-6% | 13% | -3% | Cc1cc(=O)oc2cc(OCC(=O)NC3CCN(Cc4ccccc4)CC3)ccc12
? | -20% | 1% | Cc1ccc(-c2nnc(Nc3ccc4c(c3)nc(C)n4C)c3ccccc23)cc1
3% | ? | -1% | CCN(CC)Cc1cc(C(C)=O)ccc1OCC(C)C
-20% | -1% | -6% | CCN1N=C(c2ccccc2)Cn2c1nc1ccccc12
-1% | -2% | -1% | CCOc1c(OC)cccc1C1CC(=O)Nc2cc(OC)c(OC)cc21 (centres undefined)
4% | -11% | -3% | Cn1c(=O)cc(C(=O)N/N=C/c2ccc(F)cc2)[nH]c1=O
-4% | 2% | -1% | N#C/C(=C\c1cccc(OCC(=O)O)c1)c1nc2ccccc2[nH]1
-8% | -3% | nt | Cc1ccc(CNC(=O)c2nc(SCc3ccccc3C)ncc2Cl)cc1
2% | 0% | nt | CCOC(=O)c1c(S(=O)(=O)N2CCC(C(=O)NCc3cccc(OC)c3)CC2)c(C)n(C)c1C
-1% | 0% | 5% | O=C(COc1ccc(-c2ccccc2)cc1)N1CCCC1
-2% | -4% | 4% | Cc1ccc2c(c1)-c1c(ssc1=S)C(C)(C)N2C(=O)CSc1nncn1C
-7% | 1% | 0% | CCOC(=O)C(C(C)=O)C(c1ccc(OC)cc1)C(C(C)=O)C(=O)OCC (centres undefined)
-4% | -8% | 20% | O=C(CNC(=O)c1ccc(S(=O)(=O)N2CCCCC2)cc1)N/N=C/c1ccco1
-2% | 1% | 16% | Fc1ccc(C2=CC(c3ccco3)n3ncnc3N2)cc1 (centres undefined)
1% | -14% | 4% | O=C(CN1CCCCC1)Nc1c2c(nc3ccccc13)N(c1ccccc1)CC2
-9% | -3% | 12% | COc1ccc(CNC(=O)Nc2cc(C)cc(C)c2)cc1
-3% | -2% | 0% | Nc1nc(SCC(=O)O)[nH]c(=O)c1NC(=O)c1ccco1
-4% | -5% | -11% | CCOc1nc(-c2ccc(Cl)cc2Cl)ccc1C#N
2% | 15% | 0% | Cn1cc(CCC(=O)N2CCCC(CCC(=O)NCc3ccccc3F)C2)cn1 (centres undefined)
-14% | -7% | 0% | Cc1ccc(OCCCC(=O)Nc2nncs2)cc1
0% | -12% | -11% | COc1cccc(C2C(C#N)=C(N)Oc3cc(N)ccc32)c1OC (centres undefined)
-3% | 12% | -9% | Cc1cc(Cl)c2oc(C(=O)N(C)CCc3cnn(C)c3)c(C)c2c1
0% | -6% | 3% | O=C(NCCc1ccc2c(c1)OCCO2)c1cccc(F)c1
-4% | 2% | -4% | CCCC(C(=O)NCc1ccc(OC)cc1)N(Cc1ccco1)C(=O)c1snc(C(N)=O)c1N (centres undefined)
-9% | -8% | -6% | COc1ccc(CCC(=O)NNC(=O)Nc2ccc(C(C)=O)cc2)cc1
-5% | 17% | nt | CCOc1ccccc1NC(=O)C(C)Sc1nc2c(c(=O)[nH]1)CCCC2 (centres undefined)

3 compounds picked at random from those above:
KAT2A inh | FEN1 inhibitor | N370S GC | SMILES
-3% | 12% | -9% | Cc1cc(Cl)c2oc(C(=O)N(C)CCc3cnn(C)c3)c(C)c2c1
0% | -6% | 3% | O=C(NCCc1ccc2c(c1)OCCO2)c1cccc(F)c1
-4% | 2% | -4% | CCCC(C(=O)NCc1ccc(OC)cc1)N(Cc1ccco1)C(=O)c1snc(C(N)=O)c1N (centres undefined)

High-throughput results: PubChem, National Center for Advancing Translational Sciences (NCATS)
